# Compound activity as filed in PubChem.
# DRD3 antagonist = qHTS of D3 Dopamine Receptor Antagonist: qHTS; D(3) dopamine receptor (Homo sapiens), P35462; 2.5% of 360,000 active; max response, negative = inhibition, %; AID 652054, 2013; D3R cells, DiscoveRx beta-arrestin luminescence, antagonist mode; stronger effect = lower value; in the data active = max response below about -50%; inconclusive = no clear call, values can overlap the other calls; also: % is scaled to controls: 0 for no effect and ±100 for the full control effect; mostly tested at two doses, the higher about 12 µM
#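 Cells plated overnight at 1500 cells/well, then exposed to library compounds with dopamine controls for 90 minutes at 37 degrees C. DiscoveRx reagent added for 30–60 minutes at room temperature; luminescence read, quantitative HTS format.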
# D3 ag = qHTS of D3 Dopamine Receptor Agonist: qHTS. 0.58% of 410,000 active. max activation, %. AID 652048, 2013. D3R DiscoveRx beta-arrestin cells, luminescence, 90 min. D(3) dopamine receptor (Homo sapiens), P35462; in the data active = max activation above about 30%; also: 0% is about no effect; mostly tested at two doses, the higher about 12 µM
#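 Agonist mode: compounds and dopamine controls were applied to plated cells for 90 min at 37 degrees C after an overnight attachment at 1500 cells/well. Luminescent read-out followed 30 - 60 minutes at room temperature with DiscoveRx detection reagent.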
# EPAC2 antag = qHTS for Antagonist of cAMP-regulated guanine nucleotide exchange factor 2 (EPAC2): primary screen; EPAC2 GEF exchange of Rap1B-BODIPY-GDP, fluorescence; Rap guanine nucleotide exchange factor 4 (Homo sapiens), Q8WZA2; Potency, µM (top dose mostly 114 µM), for the others: at the highest dose activity, negative = inhibition, most hits filed as inhibitors; 0.18% of 360,000 active; also: potency is read from the fitted curve at half-maximal effect; % is scaled to controls: 0 for no effect and ±100 for the full control effect; nearly all actives have a fitted effect of over 45% in size; many of its hits are not listed in these tables
# Target sequence (Q8WZA2 whole entry, looked up): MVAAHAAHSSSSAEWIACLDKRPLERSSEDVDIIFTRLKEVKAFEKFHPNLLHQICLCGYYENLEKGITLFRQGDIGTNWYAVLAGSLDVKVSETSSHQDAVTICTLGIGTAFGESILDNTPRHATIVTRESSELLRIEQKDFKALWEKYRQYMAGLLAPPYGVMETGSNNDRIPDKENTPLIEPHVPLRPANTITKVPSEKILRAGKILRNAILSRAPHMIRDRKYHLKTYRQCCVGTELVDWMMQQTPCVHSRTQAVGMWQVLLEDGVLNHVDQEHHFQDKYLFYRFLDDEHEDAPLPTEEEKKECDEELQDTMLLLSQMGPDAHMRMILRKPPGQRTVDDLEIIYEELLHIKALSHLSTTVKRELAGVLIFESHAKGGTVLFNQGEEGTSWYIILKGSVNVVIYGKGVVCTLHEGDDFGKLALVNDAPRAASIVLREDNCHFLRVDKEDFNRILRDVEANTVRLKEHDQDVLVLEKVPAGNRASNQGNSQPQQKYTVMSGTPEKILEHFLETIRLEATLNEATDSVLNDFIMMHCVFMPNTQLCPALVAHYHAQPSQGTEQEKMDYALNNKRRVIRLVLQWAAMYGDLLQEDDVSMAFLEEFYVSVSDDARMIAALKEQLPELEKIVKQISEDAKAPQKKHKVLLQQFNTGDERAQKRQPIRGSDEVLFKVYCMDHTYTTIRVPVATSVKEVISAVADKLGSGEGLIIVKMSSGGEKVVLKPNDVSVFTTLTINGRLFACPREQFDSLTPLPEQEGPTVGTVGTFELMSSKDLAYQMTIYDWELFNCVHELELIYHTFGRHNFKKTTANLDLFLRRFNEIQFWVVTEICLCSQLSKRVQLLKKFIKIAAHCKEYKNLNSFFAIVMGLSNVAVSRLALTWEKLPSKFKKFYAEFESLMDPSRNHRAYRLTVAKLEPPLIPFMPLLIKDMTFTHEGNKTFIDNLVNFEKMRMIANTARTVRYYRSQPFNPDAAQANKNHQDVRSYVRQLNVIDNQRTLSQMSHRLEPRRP
# EPAC2 ag = qHTS for Agonist of cAMP-regulated guanine nucleotide exchange factor 4 (EPAC2): primary screen; Rap guanine nucleotide exchange factor 4 (Homo sapiens), Q8WZA2; EPAC2 activation, biochemical qHTS; response scale: 100% = 6.5 mM cAMP response; Potency, µM (highest dose often 154 µM), without a hit: at the highest dose activation, most hits filed as activators; 0.079% of 360,000 active; AID 720711, 2013; also: potency is read from the fitted curve at half-maximal effect; nearly all actives have a fitted effect of over 50% in size
#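 Readout is BODIPY fluorescence (480 nm excitation, 540 nm emission), which falls as labeled GDP is exchanged off Rap1B. EPAC2 at 100 nM acted on 250 nM RAP1B-BODIPY-GDP with 50 uM GDP present.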
# Abeta yeast res = qHTS for compounds that reverse cellular toxicity of Amyloid beta (A-beta) peptide in yeast: Primary Screen. yeast expressing A-beta42, growth rescue, OD600, 48 h; response scale: 0% DMSO, 100% iron-clioquinol control. Potency, µM (highest dose often 46.1 µM), for inactives: at the highest dose growth rescue, actives largely listed as activators. 0.063% of 410,000 active; also: potency is read from the fitted curve at half-maximal effect; nearly all actives have a fitted effect of over 55% in size
#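 Yeast A-beta toxicity model in growth medium with pinned compounds, 48 h at 30 C; growth read as absorbance at 600 nm. Normalized to FeCl3/clioquinol equimolar mix (positive) and DMSO (negative).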
# aSyn yeast inh = qHTS of alpha-syn Inhibitors | AID 652106, 2013 | Potency, µM (highest dose often 46.1 µM), for inactives: at the top dose growth rescue (activation), most hits filed as activators | 0.14% of 370,000 active | Yeast expressing alpha-synuclein, growth rescue, BacTiter-Glo, 24 h; also: potency is read from the fitted curve at half-maximal effect; % of control where 0% means no effect; nearly all actives have a fitted effect of over 65% in size
#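 Readout is rescue of growth in alpha-synuclein-expressing yeast, so inhibitors of toxicity appear as activators. Growth after 24 hr at 30 deg C in galactose medium is quantified by luminescence.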
# FUS yeast rescue = qHTS for Suppressors of FUS Proteinopathy: Primary screen using FUS-linked yeast assay; 0.24% of 390,000 active; Potency, µM (doses to about 76.6 µM), inactives show at the highest dose growth rescue (activation), actives largely listed as activators; S. cerevisiae FUS-expressing, growth rescue, OD600, 24 h;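 also: potency is read from the fitted curve at half-maximal effect; plate controls were DMSO vehicle for no effect and reference control for full effect; nearly all actives have a fitted effect of over 55% in size; some results filed as inactive show a strong effect at the top dose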
#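 Yeast FUS proteinopathy model; galactose-induced FUS (2%), starting OD 0.005. Cpds in dilution series, 24hr, 30C, 99% humidity. Abs 600 nm growth. Pos ctrl CP55940 (top 92uM final); neg ctrl DMSO.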
# TDP43 rescue = qHTS of TDP-43 Inhibitors | Potency, µM (top dose mostly 46.1 µM), without a hit: top-dose growth rescue (activation), actives largely listed as activators | 1.8% of 410,000 active | TDP-43 expressing yeast growth rescue, BacTiter-Glo, 24 h; also: potency is read from the fitted curve at half-maximal effect; % of control where 0% means no effect; nearly all actives have a fitted effect of over 50% in size
#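 Readout is BacTiter-Glo luminescence of cell growth, so inhibitors register as activators. TDP-43-expressing yeast at OD600=0.02 in galactose medium, after raffinose pregrowth to mid-log, were incubated with compound for 24 hr at 30 deg C.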
# Starred values were filed as active, the others as inactive; ? = inconclusive; · = not tested or not shown; [ ] = remark or other dose. Unless noted, calls follow the shape of the dose curve; as a rule, active = well fitted curve in the direction sought with a large enough effect; inconclusive = small, poorly fitted or top-dose-only effect, or another doubt; inactive = no such curve, though single readings can be large; an effect the other way counts as inactive or inconclusive. Some of the compounds tested, so the mix of outcomes need not match the whole.
SMILES,DRD3 antagonist,D3 ag,EPAC2 antag,EPAC2 ag,Abeta yeast res,aSyn yeast inh,FUS yeast rescue,TDP43 rescue
CC1CCCC(NC(=S)NC(=O)c2cncc(Br)c2)C1C (stereo not given),2.4,-9.7,0.7%,-4.0%,33.0%,-0.5%,·,-13.5%
CC(OC(=O)C1CC(O)CN1S(=O)(=O)c1ccccc1[N+](=O)[O-])C(=O)N1CCCCC1 (stereo not given),-2.3,-0.7,12.7%[57.1 µM],-4.9%,-24.3%,-1.3%,-31.3%,-12.4%
Cc1ccc(C(=O)NNC2=NC(C)(C)Cc3ccccc32)cc1,3.7,-0.3,3.3%,0.8%,21.0%,8.8%,-16.2%,9.5%
COc1cccc(/C(O)=C/C(=O)C(=O)Nc2ccc(S(=O)(=O)NC(C)=O)cc2)c1,-23.6,-3.5,-2.6%,15.3%,10.5%,-0.8%,6.6%,-34.4%[inhibitor]
CNS(=O)(=O)c1cccc(C(=O)OCC(=O)Nc2ccc(OC)cc2[N+](=O)[O-])c1,7.4,0.0,-17.8%,6.6%,-10.2%,8.3%,18.3%,-3.6%
Cc1cccc(OCC(=O)N2CCCc3ccccc32)c1,-1.5,-0.2,-3.8%,-9.7%,1.0%,9.9%,38.0%,8.1%
CCCCNS(=O)(=O)NC(=O)C1=C(N2CCCC2)COC1=O,13.7,-3.3,0.4%,1.6%,5.5%,-11.0%,-21.5%,14.7%
COCCn1c(SC(C)C(=O)Nc2ccc3c(c2)OCCO3)nc2ccccc2c1=O (stereo not given),11.1,0.6,11.2%,6.2%,2.2%,-7.0%,24.9%,0.9%
Cc1c(Cl)c(=O)oc2cc(OCC(=O)N3CCCC(C)C3)ccc12 (stereo not given),-20.7,-21.6,4.3%,-5.8%,0.0%,3.8%,·,10.7%
Cc1ccc(NC(=S)Nc2c(C)n(C)n(-c3ccccc3)c2=O)cc1Cl,-23.5,-12.6,-6.8%,1.4%,1.7%,-4.5%,23.1%,2.8%
O=C(CN1CCOCC1)Nc1ccc(OC(F)(F)F)cc1,7.2,1.3,8.4%,0.6%,-7.3%,5.2%,-25.6%,-1.6%
COc1ccc(CNc2ccc(Br)cc2)cc1,-0.8,0.2,-24.0%,13.2%,-6.2%,-6.6%,-30.8%,23.5%
CCNc1nc(Cl)nc(N(NC(C)=O)C(C)CC)n1 (stereo not given),-24.6,1.9,?,8.9%,8.1%,-2.4%,3.3%,2.1%
COc1ccc(OC)c(NC(=O)C(=O)N/N=C/c2ccccc2[N+](=O)[O-])c1,-10.0,-3.2,-3.8%,3.5%,-2.3%,0.5%,7.7%,-18.1%
O=C(C1=C(O)C(=O)N(CCN2CCOCC2)C1c1cccc([N+](=O)[O-])c1)c1cccs1 (stereo not given),?,-9.1,3.2%,2.5%,-5.8%,-4.7%,16.2%,-8.7%
Cc1ccc(N2C(=O)CC(N3CCN(S(=O)(=O)c4ccccc4)CC3)C2=O)c(C)c1 (stereo not given),?,5.6,-1.3%,1.4%,4.2%,-0.2%,·,-2.4%
O=C(O)CCC(=O)Nc1ccc(C(=O)OCC(=O)c2ccc(Cl)cc2Cl)cc1,-5.2,14.0,-20.7%,6.4%,5.0%,-2.2%,20.0%,-12.6%
CCOc1ccc2nc(N3C(=O)CNC3=S)sc2c1,-15.9,-0.4,2.0%,6.9%,-17.8%,1.9%,-0.4%,-27.8%
Cc1cc(NC(=O)c2ccc(Cl)cc2)n(CCOC(=O)c2ccc(Cl)cc2)n1,-23.7,21.9,-0.7%,-2.0%,9.0%,18.0%,18.6%,0.7%
Cc1ccc(-c2ccnc3nc(-n4cccc4)nn23)o1,-3.5,-3.9,1.4%,-2.5%,-8.6%,-3.3%,5.1%,35.5µM*

# Overlap with the part before: 2 entries, followed by the next part.
SMILES,DRD3 antagonist,D3 ag,EPAC2 antag,EPAC2 ag,Abeta yeast res,aSyn yeast inh,FUS yeast rescue,TDP43 rescue
Cc1cc(NC(=O)c2ccc(Cl)cc2)n(CCOC(=O)c2ccc(Cl)cc2)n1,-23.7,21.9,-0.7%,-2.0%,9.0%,18.0%,18.6%,0.7%
Cc1ccc(-c2ccnc3nc(-n4cccc4)nn23)o1,-3.5,-3.9,1.4%,-2.5%,-8.6%,-3.3%,5.1%,35.5µM*
CN(CP(=O)(O)CCc1ccccc1)S(C)(=O)=O,0.0,3.1,6.7%,-6.2%,2.8%,0.7%,-10.7%,3.8%
CCCn1c(N)c(C(=O)CSc2n[nH]c(-c3ccc(C)cc3)n2)c(=O)[nH]c1=O,-12.0,0.8,0.9%,-3.1%,7.4%,5.0%,2.2%,23.0%
Cc1noc(C)c1COc1ccccc1C(=O)NNC(=O)C(C)Oc1ccccc1F (stereo not given),-14.8,4.1,-10.3%,-0.7%,6.6%,1.6%,5.9%,12.7%
CC(C)(C)c1cc2cccnc2n1Cc1ccccc1,-26.4,-10.6,-5.5%,-12.5%,0.2%,0.3%,5.7%,0.1%
O=C(CCc1ccccc1)N=C1SC2CS(=O)(=O)CC2N1c1ccccc1F (stereo not given),-22.5,-5.9,-8.7%,9.1%,1.2%,0.8%,6.8%,-29.4%
COc1ccc(N(C)C(=O)CCn2cnc3onc(-c4ccc(F)cc4)c3c2=O)c(OC)c1,·,-8.1,·,·,-2.5%,·,?,?
C#CC(=O)CC1(CN(Cc2ccccc2)C(=O)OC(C)(C)C)CCCCC1,-22.6,-5.2,-20.4%,-12.3%,-67.6%[inhibitor],-20.9%,2.3%,?
Cc1nonc1NC(=O)CSc1nnc(N)s1,8.6,1.2,10.7%,4.2%,-11.7%,0.3%,-10.8%,-4.8%
Cc1ccccc1-n1c(SCC(=O)NCC2CCCO2)nnc1-c1ccncc1 (stereo not given),-2.4,4.0,11.2%,-6.4%,-8.8%,12.0%,-6.9%,12.2%
COc1cc(C(=O)N(CCN(C)C)CC2CCCN(Cc3ccccc3F)C2)ccc1C (stereo not given),-18.0,-15.9,8.8%,20.8%,-0.4%,-1.3%,-20.3%,-5.6%
Cc1cccc2cc(CN(CC3CCCO3)C(c3nnnn3Cc3ccco3)C(C)C)c(=O)[nH]c12 (stereo not given),-14.2,-8.3,-7.0%,0.5%,2.5%,7.7%,43.7%,19.8%
CCOc1ncccc1C(=O)N1CCN(S(=O)(=O)c2ccccc2)CC1,1.2,-0.3,17.7%,8.3%,-4.1%,0.2%,15.2%,-19.9%[9.22 µM]
CCCCCn1c(=S)[nH]c2ncccc2c1=O,19.7,5.2,-5.6%,-4.5%,-5.5%,6.2%,-0.1%,24.7%
FC(F)(F)c1ccc(Cl)c(Nc2nnc(-c3ccncc3)s2)c1,-56.5*,-7.7,?,-18.2%,-13.0%,-4.2%,-5.7%,-6.5%
O=C(C1CCCN(S(=O)(=O)c2cccc3cccnc23)C1)N1CCN(c2ccccc2F)CC1 (stereo not given),11.0,1.0,5.0%,17.3%,5.3%,0.1%,13.3%,0.0%
CS(=O)(=O)N(CC(=O)NCc1ccccc1)Cc1ccc(Cl)cc1,12.8,-12.4,-6.0%,3.1%,-0.2%,6.8%,25.1%,-11.0%
O=C(Nc1ccc2c(c1)OCCO2)C(=S)NCc1ccccc1,1.1,0.9,3.6%,11.7%,19.7%,3.4%,5.3%,0.0%
Cc1ccc(-c2cc(C(=O)Nc3cnn(C(C)C)c3)no2)cc1,35.2,0.2,-1.1%,-0.8%,3.3%,-13.2%,-0.5%,15.6%
S=C(Nc1ccc(Cl)cc1)NC1CC2CCCC(C1)N2C1CCCC1 (stereo not given),-19.0,-15.3,-12.5%,6.0%,-17.0%,3.8%,-0.6%,-15.1%
Cc1ccc(-c2csc3nc(-c4ccncc4)[nH]c(=O)c23)cc1,25.4,27.0,9.1%,-6.6%,7.2%,?,2.4%,-11.3%
C/C=C/C(=O)OCC(=O)Nc1ccccc1Br,-1.5,4.4,-11.9%,-4.7%,7.2%,0.0%,-6.1%,11.0%
O=C1NCCN1CCNS(=O)(=O)c1ccc(F)c(Cl)c1,55.3,-1.4,11.6%,9.5%,1.8%,-0.8%,1.1%,14.1%
COC(=O)/C(=C\c1cccnc1)NC(=O)c1ccc(OCc2ccccc2)cc1,-4.1,4.4,0.3%,-0.2%,4.1%,1.2%,27.5%,1.5%
O=C(NN1CCOCC1)c1cc(-c2ccc(Br)cc2)nc2ccccc12,-5.0,-6.1,16.6%,-12.7%,2.8%,0.1%,7.1%,7.3%
COc1ccc(CCNC(=O)Cn2nc(C)n3c(cc4cc(F)ccc43)c2=O)cc1OC,·,5.9,·,·,-1.3%,·,-9.2%,-4.4%
CCOc1ccc(Cc2onc3c2C(=O)CCC3)cc1OCC,-8.4,9.6,9.0%,6.2%,-13.0%,4.2%,4.0%,4.6%[9.22 µM]
CC(Sc1nnc(N)s1)c1ccccc1Cl (stereo not given),-27.4,0.7,-13.9%,0.6%,-13.1%,3.6%,-20.0%,24.3%
COc1ccc(NC(=O)C2CC(=O)N(c3ccccc3F)C2)cc1S(=O)(=O)N1CCCCC1 (stereo not given),11.3,4.7,-15.3%,1.1%,1.0%,1.3%,17.5%,12.5%
O=C(O)c1cccc(C(=O)Cc2ccccc2)c1,-28.2,0.1,1.5%,-4.3%,9.1%,2.2%,-6.0%,-5.6%
CCC(Sc1nc2ccccc2c(=O)n1CCN1CCOCC1)C(=O)NCc1cccnc1 (stereo not given),10.2,0.0,8.1%,6.4%,7.4%,-11.9%,-3.7%,-12.7%
Cc1c(C(=O)NCC2CCCO2)oc2ccc(S(=O)(=O)N3CCCC3)cc12 (stereo not given),51.1,1.1,3.8%,-6.5%,12.3%,5.1%,-0.5%,22.4%

# A few values from above.
# Result of COC(=O)/C(=C\c1cccnc1)NC(=O)c1ccc(OCc2ccccc2)cc1 under EPAC2 antag: 0.3%
# Result of COc1ccc(CCNC(=O)Cn2nc(C)n3c(cc4cc(F)ccc43)c2=O)cc1OC under D3 ag: 5.9
# Result of Cc1c(C(=O)NCC2CCCO2)oc2ccc(S(=O)(=O)N3CCCC3)cc12 (stereo not given) under EPAC2 ag: -6.5%
